# Screening data: PubChem, Columbia University Molecular Screening Center
# mHtt clearance = mutant huntingtin protein clearance. 47,000 tested, 0.42% active. AID 853. inhibition, % at 1.5 µM. HeLa Exon1htt(103Q)mCFP, aggregate imaging; zero = plate's median compound well;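 active = inhibition of aggregate fluorescence above about 70%, also judged a hit by eye on the cell image, limit read from the data, passing the limit was not always enough; inconclusive = no rule stated for this call; inactive = not judged a hit on image review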;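 also: cells exposed to compound for three days before fixation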
# mHtt clearance grain fraction = recorded beside mHtt clearance, whose call it bears; fraction fluorescence in grains; measured here: aggregate grain fluorescence fraction; hits give low values;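 scaled fraction of total cell fluorescence in grains with unit not stated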
# The depositor's hits bear a star; ? = inconclusive; · = no result given. Only part of the results is shown. The share of hits here may be higher or lower than overall.
# Every second line gives: mHtt clearance grain fraction, mHtt clearance
[1] c1ccc(-c2csc(N3CCCCCC3)n2)cc1
 : 25, -28
[2] Cn1c(-c2ccccc2)cnc1SCC(=O)NCc1ccco1
 : 18, 4
[3] CN1CCN(S(=O)(=O)c2ccc(N3CCN(S(=O)(=O)/C=C/c4ccccc4)CC3)nc2)CC1
 : 16, 46
[4] COc1ccc2c(c1)c(C(O)CN1CCN(Cc3ccc4c(c3)OCO4)CC1)c(C)n2C (stereo unspecified)
 : 23, -12
[5] CCCCOc1ccc(C(=O)C(CN2CCOCC2)c2ccccc2)cc1 (stereo unspecified)
 : 21, -13
[6] Cc1ccc(NC(=O)CN(c2ccccc2)S(=O)(=O)N(C)C)cc1C
 : 9.4, 47
[7] C=CCSc1nc(N)c(C#N)c(-c2ccc(C)cc2)c1C#N
 : 21, -8
[8] COc1ccc(S(=O)(=O)N2CCOCC2)cc1C(=O)Nc1nc2ccccc2s1
 : 21, -16
[9] Cn1c(Oc2ccccc2NCc2cc(Br)ccc2O)cc(=O)n(C)c1=O
 : 26, 15
[10] Cc1nn(CC(=O)Nc2ccc3c(c2)nc(CN2CCCC2)n3C)c(=O)c2ccccc12
 : 48, -29

# Next part; it opens with the 2 that closed the last part.
# Every second line gives: mHtt clearance grain fraction, mHtt clearance
[9] Cn1c(Oc2ccccc2NCc2cc(Br)ccc2O)cc(=O)n(C)c1=O
 : 26, 15
[10] Cc1nn(CC(=O)Nc2ccc3c(c2)nc(CN2CCCC2)n3C)c(=O)c2ccccc12
 : 48, -29
[11] CCCc1cc(C(=O)N(C2CCCCC2)C2CCCCC2)no1
 : 33, 8
[12] CCOC(=O)c1[nH]c2ccc(C)cc2c1N=C(C)N(C)C
 : 22, -15
[13] Cc1ccc(S(=O)(=O)Nc2ccc3nc(-c4cccn4C)[nH]c3c2)cc1
 : 13, 36
[14] Cc1cccc(NC(=O)c2ccccn2)c1C
 : 55, -53
[15] O=C(O)c1ccc(OCCn2ccnc2)cc1
 : 34, 12
[16] COc1cc(OC)c(NC(=O)CCNS(=O)(=O)c2cc(Br)cnc2N)cc1Cl
 : 33, 9
[17] Cc1occc1C(=O)Nc1ccc2c(c1)OCCO2
 : 21, -5
[18] CC(C)COC(=O)C1C(=O)CC(C)(O)C(C(=O)OCC(C)C)C1c1cccnc1 (stereo unspecified)
 : 32, 2
[19] CCc1nc(N)c(C#N)c(-c2cccc3ccccc23)c1C
 : 21, -19
[20] CC(C)c1nc(N2CCN(C(=O)c3ccccc3)CC2)c(C#N)c2c1COC(C)(C)C2
 : 20, -19
[21] CCN(CC)CCN1C(=O)c2oc3ccccc3c(=O)c2C1c1ccc(F)cc1 (stereo unspecified)
 : 41, -10
[22] O=C(NCc1ccccc1)c1c[nH]c2ccc(S(=O)(=O)Nc3ccc4c(c3)OCCO4)cc2c1=O
 : 43, -6
[23] COc1ccc(CC(=O)NCc2ccccc2Cl)cc1S(=O)(=O)N1CCOCC1
 : 56, -65
[24] CCOc1ccc(NC(=O)C2CCN(C(=O)NCc3ccccc3)CC2)cc1
 : 30, 19
[25] Cc1ccc(Cl)cc1NC(=O)c1ocnc1C
 : 28, 30
[26] O=[N+]([O-])C1=CC=C2C(=NC3(CCCCC3)N2O)C1=NC1CCCCC1
 : 34, -2
[27] COc1cc(NC(=O)CSCC(=O)Nc2cccc(C(F)(F)F)c2)c(Cl)cc1Cl
 : 32, -48
[28] Cc1cccnc1NC(=O)C1CCN(S(=O)(=O)c2ccc3c(c2)CCC(=O)N3)CC1
 : 33, 34
[29] CCCn1c(SCC(=O)N2CCc3ccccc3C2)nc2c1c(=O)n(C)c(=O)n2C
 : 32, -50
[30] Cn1nnnc1SCC(=O)N1CCN(c2ccccc2)CC1
 : 29, 25

# Sorted by value in mHtt clearance (falling): 3 from the list above.
# Every second line gives: mHtt clearance grain fraction, mHtt clearance
[11] CCCc1cc(C(=O)N(C2CCCCC2)C2CCCCC2)no1
 : 33, 8
[12] CCOC(=O)c1[nH]c2ccc(C)cc2c1N=C(C)N(C)C
 : 22, -15
[29] CCCn1c(SCC(=O)N2CCc3ccccc3C2)nc2c1c(=O)n(C)c(=O)n2C
 : 32, -50

# Later entries.
# Every second line gives: mHtt clearance grain fraction, mHtt clearance
[31] COc1ccc(Br)cc1CNC(=O)C1CCN(S(=O)(=O)N2CCCC2)CC1
 : 53, -58
[32] NC(=O)C1CCN(C2CC(=O)N(c3cccc(F)c3)C2=O)CC1 (stereo unspecified)
 : 35, 4
[33] O=c1[nH]c2ccccc2nc1C(F)(F)C(F)F
 : 49, -24
[34] Cc1ccccc1-c1nnc(SCC(=O)NC2CCCCC2)o1
 : 14, 23
[35] COc1cccc(C(=O)N2CCN(Cc3ccco3)CC2)c1OC
 : 47, -29
[36] C/C(N)=C(/C#N)C(=O)COC(=O)COc1ccc(Cl)cc1
 : 10, 46
[37] CCC(C)C(NC(=O)C1CCC(C)CC1)C(=O)NCc1cccnc1 (stereo unspecified)
 : 17, 1
[38] CCOc1ccc(CNC(=O)CCn2c(=O)oc3ccccc32)cc1OC
 : 24, -20
[39] Cc1cc2cc(CNC(=O)Nc3ccccc3)ccc2n1C
 : 25, -22
[40] CCC(C)NCCOCCOc1ccccc1-c1ccccc1 (stereo unspecified)
 : 15, 29
[41] O=C(Nc1ccc(Nc2ccccc2)cc1)c1ccc(Br)o1
 : 29, -44
[42] COc1cc(Cl)cc(C2NC(=O)NC(C)=C2C(=O)NCc2ccccc2)c1O (stereo unspecified)
 : 8.6, 51
[43] O=C(CSc1nc(N2CCCCC2)nc(N2CCCCC2)n1)Nc1nccs1
 : 12, 38
[44] O=C(OCn1nnc2ccccc2c1=O)c1ccc(Br)o1
 : 27, -32
[45] CN(c1ccccc1)S(=O)(=O)c1cc(C(=O)c2nccn2C)ccc1Cl
 : 40, -9
[46] COCCNC(=O)C(c1ccc(O)cc1)N(Cc1ccco1)C(=O)CCC(=O)Nc1nccs1 (stereo unspecified)
 : 9.8, 41
[47] Cc1cc(C(=O)CN2C(=O)c3ccccc3C2=O)c(C)n1C1CC1
 : 50, -35
[48] CCCCCN=C(C)c1c(O)c2ccccc2oc1=O
 : 30, 13
[49] CCCCOc1ccc(Cl)cc1CSc1nncn1N
 : 57, -51
[50] COc1ccc(NC(=O)CSc2nc3ncccc3[nH]2)cc1OC
 : 19, 33
[51] CC(=O)N1CCN(c2ccccc2NC(=O)c2cc(Br)ccc2Cl)CC1
 : 25, -56
[52] CSC1=C(C#N)C(c2cccs2)CC(=O)N1C (stereo unspecified)
 : 44, 1
[53] Cc1ccc(OC(=S)Nc2ccc(F)cc2)cc1
 : 15, 23
[54] COc1cc(OC)cc(C(=O)NC2=NCCS2)c1
 : 27, -19
[55] CC(C)CC(=O)Nc1ccc2oc(-c3cccnc3)nc2c1
 : 32, -45
[56] c1ccc(Cc2nn3c(C4COc5ccccc5O4)nnc3s2)cc1 (stereo unspecified)
 : 15, 22
[57] COC(=O)c1sccc1NC(=O)c1cc(-c2cccc(C)c2)nc2ccccc12
 : 41, -4
[58] CC1CCC(NC(=O)Nc2cccs2)CC1 (stereo unspecified)
 : 40, -26
[59] O=C(NCc1ccccc1)C(=O)NCC1COc2ccccc2O1 (stereo unspecified)
 : 8.8, 55
[60] COc1ccccc1Nc1nc(N)nc(CN2CCN(Cc3ccccc3)CC2)n1
 : 42, -23
[61] O=C(Nc1ccccc1C(F)(F)F)c1cc(-c2ccc(O)cc2)on1
 : 54, -42
[62] CN(Cc1ccccc1)C(=O)CCCn1c(=O)[nH]c2cc(Cl)ccc2c1=O
 : 25, -6
[63] CCN1C(=O)C(CC(=O)Nc2ccc(OC)cc2)N(Cc2cccs2)C1=S (stereo unspecified)
 : 16, 28
[64] O=C(CSc1nnnn1-c1cccc2c1CCCC2)N1CCOCC1
 : 39, 12
[65] CCOC(=O)CCCCC(=O)NC(CO)C(=O)NC (stereo unspecified)
 : 25, -28
[66] O=C(CS(=O)(=O)c1cn(Cc2cccc(F)c2)c2ccccc12)N1CCOCC1
 : 28, 28
[67] Cc1cccc(-n2nnc(C(=O)NCc3ccco3)c2N)c1
 : 26, 23
[68] COc1ccc2cc(C(c3nnnn3CCc3ccccc3)N3CCC(O)CC3)c(=O)[nH]c2c1 (stereo unspecified)
 : 35, -20
[69] CCCCC(=O)Nc1ccc2c(c1)nc1n2CCOC1
 : 31, 5
[70] CCn1c(CNc2ccccc2Cl)nnc1SCCN1CCCCC1
 : 13, 38
[71] O=C(O)Cn1cc(C(=O)c2ccco2)c2ccccc21
 : 33, 3
[72] Cc1ccc(S(=O)(=O)N2CCN(c3ncnc4c3cnn4-c3ccccc3)CC2)cc1
 : 27, -27
[73] Cc1cc(NC(=O)c2ccc(Cl)cc2)c(C(C)C)cc1O
 : 25, -21
[74] O=C(C1CCCCN1S(=O)(=O)c1ccccc1)N1CCN(Cc2ccccc2)CC1 (stereo unspecified)
 : 24, -4
[75] O=C(c1cc2ccccn2n1)N1CCN(c2cccc(C(F)(F)F)c2)CC1
 : 21, 48
[76] Cc1ccccc1-c1nc2ccccc2[nH]1
 : 18, 8
[77] Cc1c(NC(=O)C(CC(=O)O)NCc2ccco2)c(=O)n(-c2ccccc2)n1C (stereo unspecified)
 : 20, -8
[78] COC(=O)c1ccccc1S(=O)(=O)N(Cc1ccco1)Cc1cc2cc(OC)ccc2[nH]c1=O
 : 20, -11
[79] CC1CCCC(NC(=O)c2ccc3c(=O)n(CC4CCCO4)c(=O)[nH]c3c2)C1C (stereo unspecified)
 : 27, 13
[80] S=C(Nc1ccccc1)N1CCn2c1nc1ccccc12
 : 83, -96

# Continued:
# Every second line gives: mHtt clearance grain fraction, mHtt clearance
[81] COc1cc(NS(=O)(=O)c2ccc(NC(=O)COc3ccc(C)cc3)cc2)nc(OC)n1
 : 33, 26
[82] O=C(NC1CC2CCCC(C1)N2Cc1ccco1)NC12CC3CC(CC(C3)C1)C2 (stereo unspecified)
 : 45, -23
[83] Cc1ccc(C(=O)Cn2nnc3ccccc32)cc1
 : 36, -25
[84] COc1ccc(CNC(=O)Cn2nc(C(F)(F)F)c3c2CCC3)cc1
 : 26, -28
[85] CCCCn1c(NCc2ccccc2NS(=O)(=O)c2ccc(C)cc2)nc2ccccc21
 : 24, 23
[86] O=S(=O)(NC1CCCC1)c1ccccc1Cl
 : 17, 7
[87] CCOc1ccc(-c2nc(C#N)c(N3CCOCC3)o2)cc1
 : 73, -40
[88] CC1CCCCN1C(=O)/C(=C\c1ccccc1)c1ccccc1 (stereo unspecified)
 : 42, -8
[89] Cc1ccc(C)c(N2CCN(C(=O)Cn3c(=O)[nH]c4ccsc4c3=O)CC2)c1
 : 19, 1
[90] CCCCCn1c(Sc2ccccc2)nc2c1c(=O)[nH]c(=O)n2C
 : 52, -7
[91] COc1ccc(C(=O)CSc2nnc(CNC(=O)c3ccc(OC)cc3)n2C)cc1
 : ·, ?
[92] CC(=O)c1c(C)[nH]c(C(=O)N2CCc3ccccc3C2)c1C
 : 29, -38
[93] CC(=O)NC1(NC(C)=O)CCN(C)C(c2ccccc2)C1C (stereo unspecified)
 : 43, -26
[94] CCCc1[nH]nc2c1C(Cc1ccccc1)C(C#N)=C(N)O2 (stereo unspecified)
 : 23, 33
[95] CN1/C(=C\C(=O)c2oc3ccccc3c2N)C(C)(C)c2ccccc21
 : 14, 31
[96] CC(=O)N(Cc1cc(=O)[nH]c2ccccc12)c1ccc(C)cc1
 : 62, -54
[97] CC(C)NC(=O)CSc1nnc(-c2ccc(C(C)(C)C)cc2)n1C
 : 12, 27
[98] O=C(O)c1[nH]c2ccc(Cl)cc2c1CC(=O)N1CCN(c2ccccc2)CC1
 : 23, -15
[99] CCOc1cc(C(=O)Nc2ccc(N3CCN(S(C)(=O)=O)CC3)cc2)cc(OCC)c1OCC
 : 25, -31
[100] CC(C)C(C(=O)NC1CCCCC1)N(CC1CCCO1)C(=O)CNS(=O)(=O)c1ccc(F)cc1 (stereo unspecified)
 : 24, 27
[101] CC1CCCN(C(=O)c2ccc(S(=O)(=O)N3CCC(c4nc5ccccc5s4)CC3)cc2)C1 (stereo unspecified)
 : 22, -13

# One compound at a time, from the list above. Values in the order: mHtt clearance grain fraction | mHtt clearance
# O=C(c1cc2ccccn2n1)N1CCN(c2cccc(C(F)(F)F)c2)CC1 as listed: 21 | 48
# CCCc1cc(C(=O)N(C2CCCCC2)C2CCCCC2)no1 as listed: 33 | 8
# COc1ccccc1Nc1nc(N)nc(CN2CCN(Cc3ccccc3)CC2)n1 as listed: 42 | -23
# COc1ccc2c(c1)c(C(O)CN1CCN(Cc3ccc4c(c3)OCO4)CC1)c(C)n2C (stereo unspecified) as listed: 23 | -12
# CCCCC(=O)Nc1ccc2c(c1)nc1n2CCOC1 as listed: 31 | 5
